Screens: PubChem, National Center for Advancing Translational Sciences (NCATS)
ALOX12 inh: inhibitors of human 12S-lipoxygenase ALOX12 | 580,000 tested, 1.1% active | Potency, µM (highest dose often 108 µM), for inactives: top-dose activity change, negative = inhibition, hits mostly inhibitors | purified 12hLO, xylenol orange hydroperoxide absorbance | P18054; active = well fitted inhibition curve with a large enough effect; inconclusive = small, poorly fitted or top-dose-only effect, or another doubt; inactive = no such curve, though single readings can be large or run the other way
Target sequence (P18054 whole entry, looked up): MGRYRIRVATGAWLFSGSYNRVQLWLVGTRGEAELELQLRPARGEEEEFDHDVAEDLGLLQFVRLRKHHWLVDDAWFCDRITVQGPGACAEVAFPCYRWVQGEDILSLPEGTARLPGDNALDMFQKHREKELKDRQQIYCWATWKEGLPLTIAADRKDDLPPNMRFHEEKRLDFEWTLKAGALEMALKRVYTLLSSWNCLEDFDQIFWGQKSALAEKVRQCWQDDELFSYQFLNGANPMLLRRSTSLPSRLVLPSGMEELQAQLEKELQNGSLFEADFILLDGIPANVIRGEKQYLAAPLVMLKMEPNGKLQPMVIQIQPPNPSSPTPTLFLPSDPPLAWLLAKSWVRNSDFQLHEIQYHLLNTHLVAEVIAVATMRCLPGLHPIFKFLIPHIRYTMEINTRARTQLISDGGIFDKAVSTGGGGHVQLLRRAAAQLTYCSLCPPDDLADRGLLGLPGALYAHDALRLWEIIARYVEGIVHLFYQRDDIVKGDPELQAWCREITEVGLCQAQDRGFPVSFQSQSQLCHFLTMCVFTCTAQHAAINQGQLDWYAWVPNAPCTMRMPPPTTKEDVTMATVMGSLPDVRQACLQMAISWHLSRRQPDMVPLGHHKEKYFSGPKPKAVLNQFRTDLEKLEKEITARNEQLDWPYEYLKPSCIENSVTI
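Purified human 12hLO at 150 nM in 25 mM Hepes, 0.01% Triton X-100, pH 7.0, preincubated 15 min at room temperature with compound. Reaction started with 40 uM arachidonic acid, 30 min at room temperature. Hydroperoxide measured by Fe-xylenol orange, 573/405 nm absorbance ratio.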
An asterisk follows results filed as active; ? = inconclusive; [ ] = remark or other dose. % is scaled to controls: 0 for no effect and ±100 for the full control effect; potency is read from the fitted curve at half-maximal effect. Some of the compounds tested; rates above refer to the full screens.

SMILES	ALOX12 inh
NCCn1cc(C(=O)NCc2noc(Cc3ccccc3)n2)nn1	25%
CCOc1ccccc1CN1CCC2(CCN(Cc3cncs3)CC2)Oc2ccccc21	?
CN1C(=O)[C@H]2CN(Cc3ccc(F)c(Cl)c3)C[C@H]2C1=O	23%
Cc1cccc(NC(=O)Cn2c(-c3ccccc3)nc(C)cc2=O)c1	18%
CN1c2cc(C(=O)Nc3ccc(Cl)c(C(F)(F)F)c3)ccc2C(=O)N2CCCC21 (centres undefined)	-13%
COc1ccc(NC(=O)N2Cc3[nH]cnc3C[C@H]2c2nc(-c3ccc(F)cc3)no2)cc1	13%[176 µM]
COCCN1C(=O)[C@H]2CN(Cc3cc(Cl)ccc3F)C[C@H]2C1=O	-8%
COc1cc(CNC(=O)C2CCCCC(=O)N2)cc(OC)c1 (centres undefined)	22%

Next part:
SMILES	ALOX12 inh
CC(C)C(=O)N1CCCCCNC(=O)[C@H]2C[C@H](C(=O)N3CCc4ccccc4C3)C[C@H]21	23%
COc1ccccc1CCn1cnc(-c2ccc(OC)c(OC)c2)c1CC(C)C	-11%
O=C(c1ccc(-c2ncc3cnc(C4=CCOCC4)cn23)cc1)N1CCc2ccccc2C1	69%[activator][176 µM]
Cc1cc(F)ccc1-c1[nH]nc2ncc(-c3c(C)noc3C)nc12	-6%[176 µM]
CNc1nc2c(c(C(=O)N3CCCC3)n1)CN(C(=O)C(C)n1cc(C)cn1)CC2 (centres undefined)	6%
CCC(=O)Nc1ccc(C2(C(=O)N3CCN(c4ccccc4)CC3)CCC2)cc1	54%[activator]
Cc1cn2nc(C(=O)NCCc3ccccc3)cc2c(N2CCCC2)n1	-9%
Cc1noc(C2CC3(CCN(C(=O)C4CC4)CC3)CN2C)n1 (centres undefined)	16%

Later entries.
SMILES	ALOX12 inh
CC(C)(C)c1ccc(C(=O)Nc2nc3c(s2)C[C@@H]2[C@](C)(CO)[C@H](O)CC[C@@]2(C)[C@@H]3CC(=O)NCc2cccs2)cc1	-14%
Cc1cc(OCC(=O)O)c(C)c2c1CC[C@@H]([C@H](C)C(=O)N1CCC(O)CC1)C2	?
CCN1CCN(CC(O)COc2cccc(CN(C)Cc3cc(C)on3)c2)CC1 (centres undefined)	16%
COc1ccc(-n2nc(C3CCN(C(=O)c4cccc(Cl)c4)CC3)[nH]c2=O)cc1	?
COc1ccccc1NC(=O)N1CCC2(CCNC(=O)CC2)CC1	10%
COc1ccc(S(=O)(=O)NC2CCc3n[nH]c(=O)n3CC2)cc1Cl (centres undefined)	5%
O=C(NCc1ccco1)N1CCc2n[nH]c(=O)n2CC1	6%
CN(C)[C@H]1CN(C(=O)c2cccc(NCc3ccc(F)cc3)c2)C[C@@H]1O	58%[activator]

Following part
SMILES	ALOX12 inh
COc1cccc(CN2Cc3nc(Nc4cccc(F)c4)ccc3OCC2=O)c1	3%[176 µM]
CC(=O)N1CCC(N[C@@H]2C[C@H](Cn3cc(C4CC4)nn3)[C@@H](O)[C@H]2O)CC1	?
COc1cc(=O)n2c(c1C(=O)NC(C)c1ccco1)CCN(C(=O)c1cccc(C)c1C)CC2 (centres undefined)	2%
c1ccc(-n2cc(CN3CCC(N4CCSCC4)CC3)nn2)cc1	41%[activator]
CC(C)(CC(=O)O)CC(=O)N1CCN2C(=O)N(CCc3cccs3)C(=O)[C@H]2C1	-29%[176 µM]
O=C(NCC1Cc2cccc(-c3ncccn3)c2O1)C1CCCO1 (centres undefined)	-5%
COCCN(C)C[C@@H]1CN(C(=O)c2ccc(Cl)s2)C[C@@H]1CO	41%[activator]
Cc1cc(OC2CN(Cc3cccc4ccccc34)C2)ccc1F	?

Copied from the list:
ALOX12 inh, `COCCN(C)C[C@@H]1CN(C(=O)c2ccc(Cl)s2)C[C@@H]1CO` → 41%[activator]
ALOX12 inh, `c1ccc(-n2cc(CN3CCC(N4CCSCC4)CC3)nn2)cc1` → 41%[activator]

Following part
SMILES	ALOX12 inh
CCOc1ccccc1C1NC(=O)N(CC(=O)NCc2ccccc2Cl)C2=C1C(=O)OC2 (centres undefined)	3%
COC[C@@H]1CN(Cc2cn(C)nc2C)C[C@H]1C(=O)NC1CC1	57%
CCOc1ccc(NC(=O)Cn2c(N3CCCCC3)nc(C)c(C)c2=O)cc1	21%
O=C(CCC1CCCN(S(=O)(=O)c2ccccc2F)C1)NCc1cc(F)ccc1F (centres undefined)	40%[activator]
COc1cccc(CNC(=O)c2cc3c(=O)[nH]c(C)cn3n2)c1	0%
CC(Oc1ccccc1)C(=O)N1CCC(Cc2nncn2C(C)C)CC1 (centres undefined)	15%
Cc1ccc(S(=O)(=O)N2CCC(n3cnnc3C(C)C)CC2)cc1C	1%
CC(C)c1nc2c(c(-c3ccc(O)cc3)n1)CCN(Cc1cncs1)CC2	25%

(further entries)
SMILES	ALOX12 inh
O=S(=O)(c1cccc2nonc12)N1CCC2(CCCNC2)C1 (centres undefined)	?
COC(=O)[C@@H]1CCCN1Cc1ccc2c(c1)CN(Cc1ccc3c(c1)CCO3)CCO2	?
COCC(=O)N[C@H]1CC[C@]2(C)CC[C@@H](C(C)C(=O)NC3CC3)[C@H](O)[C@H]2[C@@H]1C (some centres undefined)	30%[activator][176 µM]
O=C(C[C@@H]1CCNC[C@@H]1Cc1cc(CC2CCCCC2)on1)N1CCOCC1	48%[176 µM]
COCC1CN(C(=O)C2CC=CC2)CC12CCNCC2 (centres undefined)	21%
C=CCNC(=O)c1ccc2cncn2c1	72%[activator][176 µM]
O=C(Nc1ccc(F)c(F)c1)c1cc2n(n1)CC(c1ccc(Br)cc1)OC2 (centres undefined)	16%
COc1ccc(C(=O)N2CCCC3(COc4ccccc4C(=O)N3)C2)cc1 (centres undefined)	61%

Part of the list above in order of SMILES length, high to low.
SMILES	ALOX12 inh
COCC(=O)N[C@H]1CC[C@]2(C)CC[C@@H](C(C)C(=O)NC3CC3)[C@H](O)[C@H]2[C@@H]1C (some centres undefined)	30%[activator][176 µM]
O=S(=O)(c1cccc2nonc12)N1CCC2(CCCNC2)C1 (centres undefined)	?
C=CCNC(=O)c1ccc2cncn2c1	72%[activator][176 µM]

(continued)
SMILES	ALOX12 inh
COc1cc(NC(=O)c2ccc3c(c2)N(C)C2CCCN2C3=O)cc(OC)c1OC (centres undefined)	41%[activator]
O=C(N1CCCCCC1)C1(CCO)CC12CCOCC2 (centres undefined)	60%[activator]
O=C(CCc1conc1-c1ccccc1)NCc1ccccc1F	0%
COc1ccc(CN2C=C(C(=O)OCc3nc(-c4ccc(F)cc4)no3)C(C)=NS2(=O)=O)cc1	0%
COC[C@@H]1CN(C(=O)CC2=CCCCC2)C[C@H]1c1nc(C2CC2)no1	22%
COCc1ccc(CN2CCCC(CNC(=O)c3cccc(OC)c3OC)C2)o1 (centres undefined)	85%[activator]
CCOc1cccc(CNC(=O)c2ccc(CN3C(=O)NC4(CCOCC4)C3=O)cc2)c1	-14%
CCN1C(=O)CCN(Cc2ccc(O)cc2)CC12CCOCC2	24%

Carrying on:
SMILES	ALOX12 inh
COc1ccc(-c2ccc3c(c2)C(=O)N2C[C@H](O)C[C@H]2C(=O)N3)cc1	102%[activator][176 µM]
COCC(c1ccccn1)N(C)C(=O)c1cc(S(N)(=O)=O)ccc1F (centres undefined)	33%
O=C(c1ccccc1F)N1CCn2c(nnc2-c2ccncc2)C1	4%[6.33 µM]
COC(=O)[C@@H](Cc1cccnc1)NC(=O)[C@H]1CN(C(C)=O)CCN1C(C)=O	-1%[176 µM]
O=C1C=C(c2cccc3c2Oc2ccccc2S3)C[C@@H](c2ccc3c(c2)OCO3)C1	-12%
Cc1ccc(C(=O)N2CCC3(CC2)CC(N(Cc2ccccc2)C2CC2)CCO3)cn1 (centres undefined)	8%
CC(=O)N(C)Cc1cccc(C(F)(F)F)c1	35%[activator][176 µM]
O=C1CC2(CCN(Cc3ccc(F)cc3)CC2)Oc2cc(Cl)ccc21	?

Continuation.
molecule	ALOX12 inh
CCCCN1C(=O)[C@@H]2C[C@@H](O)CN2C2(CN(C3CCN(C)CC3)C2)C1=O	8%[176 µM]
CCC(C(=O)N1CCC2(CC1)C(=O)N(CC(=O)NCC(C)C)CN2c1ccccc1)c1ccccc1 (centres undefined)	?
O=C(CCc1ccccc1)N1CCC(Cc2nncn2-c2ccccc2)C1 (centres undefined)	10%
O=C(NC1CCN(c2cc(C(F)(F)F)ncn2)CC1)c1cccs1	28%
Cc1ccc2cccc(OCCNC(=O)C3NCCc4[nH]cnc43)c2n1 (centres undefined)	94%[activator]
Cc1ccc2nc3n(c(=O)c2c1)-c1ccccc1C(=O)NC3CC(C)C (centres undefined)	14%
CCc1cnc(C)nc1N1CCC(Oc2ccc3ccccc3c2)(C(=O)O)CC1	?
Cc1ccc(C2Cn3nnc(C(=O)N4CCC(C(=O)Nc5cc(F)cc(F)c5)CC4)c3CO2)cc1 (centres undefined)	7%
O=C(NC[C@H]1O[C@@H](CO)[C@@H](O)[C@H]1N1CCOCC1)Nc1ccc(OC(F)(F)F)cc1	-12%
Cc1ccccc1C(=O)NCCn1cccc1-c1nc(-c2ccc3c(c2)OCO3)no1	?
COc1nccc(N2CCC(CC(=O)NCCCN3CCC(C)CC3)CC2)n1	18%
CC(C)c1noc(-c2cn(C3CCN(C(=O)c4ccc(N(C)C)cc4)C3)nn2)n1 (centres undefined)	9%
CCC(CO)Nc1cccc2c1S(=O)(=O)N(Cc1cn(Cc3ccccc3C(F)(F)F)nn1)Cc1ccccc1O2 (centres undefined)	15%
CN(Cc1ccc(-c2ccccc2)cc1)CC1CC1	56%[activator][176 µM]
CC(=O)N1CCN([C@H]2[C@@H]3OC[C@@H](O3)[C@@H](NCc3ccco3)[C@@H]2O)CC1	?
CNC(=O)N1CCc2nc(N3CCN(C)CC3)sc2C1	12%
O=C([C@@H]1C[C@H](Oc2cccnc2)CN1S(=O)(=O)c1ccccc1)N1CCOCC1	31%
Cc1cc(C)cc(-n2ncc3c2CCCC3NC(=O)CCn2nnnc2C)c1 (centres undefined)	12%
O=C(c1cccc2[nH]ccc12)N1CCC2(CC1)CN(c1ncccn1)CC2CO (centres undefined)	42%[activator]
Cc1onc(C(=O)NCC(=O)N2CCCCCNC(=O)CC2c2ccccc2)c1Cn1cccn1 (centres undefined)	29%
CCn1cnnc1CC1CCN(C(=O)c2nccc3ccccc23)C1 (centres undefined)	-2%
COc1ccc(C2Cn3nnc(-c4nc(C5CC5)no4)c3CO2)cc1 (centres undefined)	43%[activator]
Fc1ccccc1-c1n[nH]c2c1CN(Cc1cccn1-c1nccs1)CC2	40%[activator]
COc1cccc(CNC(=O)N2CC(c3noc(-c4ccncc4)n3)C2)c1	45%[activator]
CCOC(=O)C1=CCN(S(=O)(=O)c2ccc(Cl)cc2)C1c1cccc(Br)c1 (centres undefined)	-27%
COCC1CN(C(C)=O)CC12CCN(C(=O)CC1=CCCCC1)CC2 (centres undefined)	?
c1ccc(-c2noc(-c3cncnc3Nc3ccc4c(c3)OCO4)n2)cc1	28%
O=C(c1ccc(Cl)cc1)N1CCCC(n2cc(-c3nc(-c4ccccc4)no3)nn2)C1 (centres undefined)	-6%
OCCCn1cnc(-c2ccccc2)c1COCc1ccccc1	19%
Cc1n[nH]c(C)c1C(N)C(=O)NCCN1CCCC1 (centres undefined)	76%[activator]

Next part
molecule	ALOX12 inh
COC(=O)N1CCn2c(nnc2-c2ccc(OC)cc2)C1	26%[176 µM]
Cc1cccc(C)c1-c1nc(C(=O)N2CCOCC2)n2ccccc12	7%[6.33 µM]
Cc1ocnc1C(=O)N1CCC2(CC1)c1nc[nH]c1CCN2S(C)(=O)=O	10%
Cc1[nH]ncc1CNC(=O)CCc1ccc2c(c1)CN(C(=O)NC(C)C)CCO2	24%
COCCNC(=O)C1COC2(CCC(C)CC2)N1C(=O)c1cccc([N+](=O)[O-])c1 (centres undefined)	24%
CN(C)c1ccc(CN2CCC3(CC2)C(C(=O)O)CC(=O)N3C)cn1 (centres undefined)	-5%
CCC1CN(Cc2cccn2-c2ccccn2)Cc2cc(OC)ccc2O1 (centres undefined)	25%
c1ccc(-c2cnc(Nc3ccc(N4CCOCC4)cc3)c3c2CCO3)nc1	-30%[176 µM]
Cc1ccc(C2Cn3nnc(C(=O)N4CCC(C(=O)NC5CCCCCC5)CC4)c3CO2)cc1 (centres undefined)	0%
CN(Cc1ccccc1)C(=O)C[C@@H]1O[C@H](CNC(=O)Nc2cccc(F)c2)[C@@H](O)[C@H]1O	-4%[176 µM]
O=C(Cn1nc2c(cc1=O)CCCCC2)NCC1CCOCC1	112%[activator]
COc1ccc(C(=O)N[C@@H]2CN(C3CCOCC3)C[C@H]2CN(C)C)c(C)c1	47%[activator]
FC(F)(F)c1ccc2nc([C@H]3CCN(Cc4ccc(Cl)cc4)C3)[nH]c2c1	32µM*
Cc1cnc(CCNC(=O)c2cnccn2)n1CC1CC1	86%[activator]
Cc1cc(S(=O)(=O)N[C@@H]2CN(C)C[C@H]2CN(C)C)ccc1Cl	45%[activator]
CC(C)NC(=O)C[C@@H]1C[C@H]2O[C@H](CNC3CCOCC3)[C@@H](O)[C@H]2O1	10%[176 µM]
O=C(C1CCCC1)N1CC2(CCN(C3CCCCC3)CC2)Cc2ccccc21	6%[6.33 µM]

3 compounds from above, ordered by the value under ALOX12 inh, smallest number first:
molecule	ALOX12 inh
CC(Oc1ccccc1)C(=O)N1CCC(Cc2nncn2C(C)C)CC1 (centres undefined)	15%
O=C(Nc1ccc(F)c(F)c1)c1cc2n(n1)CC(c1ccc(Br)cc1)OC2 (centres undefined)	16%
COCC(c1ccccn1)N(C)C(=O)c1cc(S(N)(=O)=O)ccc1F (centres undefined)	33%

Molecules listed so far containing a furan ring, fused or not, in the order listed:
molecule	ALOX12 inh
O=C(NCc1ccco1)N1CCc2n[nH]c(=O)n2CC1	6%
COc1cc(=O)n2c(c1C(=O)NC(C)c1ccco1)CCN(C(=O)c1cccc(C)c1C)CC2 (centres undefined)	2%
COCc1ccc(CN2CCCC(CNC(=O)c3cccc(OC)c3OC)C2)o1 (centres undefined)	85%[activator]
CC(=O)N1CCN([C@H]2[C@@H]3OC[C@@H](O3)[C@@H](NCc3ccco3)[C@@H]2O)CC1	?
